# b-catenin transl – beta-catenin nuclear translocation modulation. HeLa beta-catenin nuclear translocation, immunofluorescence imaging. nuclear translocation activity, % at 5 µM. hit rate 0.3% among 190,000. AID 1665;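 active = nuclear translocation activity above 50% at 5 µM, with a well cell count of 50 or more; inconclusive = wells under 50 cells across six images, flagged as toxic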;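 also: per-cell ratio of nuclear to cytoplasmic median beta-catenin stain intensity; plate controls were DMSO negative control for no effect and GSK-3 inhibitor IX positive control for full effect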
#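 Signal – beta-catenin immunofluorescence imaging with DAPI · Test system – human HeLa cell line · Dosing – 5 µM primary single dose, 0.1% DMSO, 0.02–20 µM confirmation series · Measure – % activation, nuclear-to-cytoplasmic median beta-catenin signal ratio per cell · Incubation – 24 h compound exposure at 37°C, 5% CO2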
# MT stabilizer – microtubule stabilization, imaging screen | HeLa tubulin immunostaining HCS, 24 h; share of cells brighter than vehicle mean+2SD | AID 2205 | hit rate 0.83% among 200,000 | % tubulin-high responders, % at 10 µM;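 active = plate Z-score above 3 for both tubulin-high and condensed-nucleus cell shares, with cell loss under 80%, at 10 µM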;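 also: anti alpha tubulin signal scored within the nucleus-defined area of each cell; some results filed as inactive read as strong as hits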
# TNAP activators – human TNAP enzyme activators, primary screen, biochemical, luminescent, no phosphate acceptor, uHTS (AID 1001); hit rate 0.03% among 200,000; activation fold at 20 µM, or EC50 in µM where a hit was titrated; purified TNAP, luminescent activation assay, no phosphate acceptor; higher activation fold means a stronger effect; in the data active = activation fold from about 3, or a potency from the dose series; inactive = the rest, 99 in 100 with activation fold below about 1.6; also: many of its hits are not listed in these tables
# T cell HTS – T cell immune modulators affecting CD8 T cell-vesicle binding; 2C CD8+ T cell-vesicle binding, flow cytometry; active compounds read low; calls only at 7 µM; hit rate 0.068% among 330,000;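 active = response, share of CD8 T cells binding vesicles, and their 90th percentile fluorescence all below set limits, cut at about 80% in these data, passing the limit was not always enough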
#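 Assay system – 2C mouse CD8+ T cells · Also added – QL9-loaded Drosophila micro-vesicles · Timing – Cell–vesicle co-incubation 1.5 h at 37 °C, staining 20 min on ice · Signal – flow cytometry of vesicle-bound cells · Measure – percent CD8+ FL2 mean versus row control · Controls – Peptide-free naked vesicles (low) and QL9 vesicles with 0.7% DMSO vehicle (high)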
# Dynein transport – blocks dynein driven cargo transport along microtubules; hit rate 0.47% among 220,000; z-score, hits read low; 3617.4 mouse cells, GR-EGFP nuclear translocation imaging; test concentration mostly 20 µM; stimulated with dexamethasone, 1 µM; active compounds read low;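 active = plate z-score of nuclear minus cytoplasmic receptor signal below a set negative limit, without overly bright fluorescence or cell loss, cut at about -3.5 in these data, passing the limit was not always enough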;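 also: z-score of nuclear minus cytoplasmic ring GR-EGFP intensity difference per well; some compounds called inactive have numbers as strong as hits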
#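 medium = tetracycline-free induction medium containing charcoal-stripped FBS | probe or stimulus = dexamethasone, 1.0 µM final | timing = 48 h induction, then 1 h compound, then 30 min agonist, 37 °C | detection = automated 10x imaging of fixed Hoechst-stained cells | read-out basis = nuclear versus cytoplasmic GR-EGFP signal, averaged per well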
# Insulin prom up – MIN6 insulin promoter up-regulation; AID 1625; z-score at 5 µM; hit rate 0.3% among 190,000; MIN6 insulin promoter-GFP reporter, high-content imaging; active compounds read high;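 active = z-score above 3 at 5 µM with at least 500 cells counted in the well; inconclusive = wells under 500 cells, flagged as cytotoxic or low count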
# Myeloid diff 2 – promotes myeloid progenitor differentiation | ER-HoxA9 myeloid progenitors, lysozyme-GFP differentiation, flow cytometry | calls only at 10 µM | hit rate 1% among 360,000;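 active = normalized GFP-positive differentiation at or above the plate's own cutoff, the solvent-only control mean plus 3 SD; inconclusive = no clear call, values can overlap the other calls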;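 also: cells exposed to compound for four days before flow analysis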
# PMI inhibitors – inhibitors of human PMI, primary screen, biochemical, fluorescence intensity, coupled assay (AID 1209). purified PMI enzyme, coupled fluorescence intensity; higher % means a stronger effect. inhibition, % at 20 µM, or IC50 in µM where a hit was titrated. hit rate 0.42% among 190,000; in the data active = inhibition above about 50%;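 also: plate controls were DMSO vehicle for no effect and wells lacking substrate for full effect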
# Lipid droplet – hepatic lipid droplet formation modulation; inhibition, % at 6.5 µM; hit rate 0.4% among 240,000; AID 1656; AML12 mouse hepatocytes, oleate lipid droplets, BODIPY imaging;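 active = lipid droplet intensity inhibited by at least 50%, with more than 500 cells counted; inconclusive = wells with under 300 cells, treated as cytotoxic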
#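 Assay system: AML12 hepatocytes (mouse); Probe or stimulus: oleic acid at 100 µM to induce lipid droplet formation; Dosing: compound at 6.5 µM only; Schedule: compound with oleate, overnight; Detection: fluorescence imaging, 20x objective, two fields per well; Measure: % inhibition of lipid droplet signal.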
# Dynein transport cytoplasmic EGFP – also measured in Dynein transport; calls as there; z-score; measured here: cytoplasmic GR-EGFP intensity; active compounds read high
# Dynein transport nuclear GR-EGFP – also measured in Dynein transport; calls as there; z-score; measured here: nuclear GR-EGFP intensity;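 lower value marks the stronger effect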
# Dynein transport cell count – further read-out of Dynein transport, marked with its call; z-score; measured here: cell count per field
# Insulin prom up cell count – second read-out of Insulin prom up, no call of its own (marks repeat the call); cell count; measured here: cytotoxicity, nuclei count;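 total cells summed across four imaged fields per well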
# Lipid droplet cells 6.5 µM – further read-out of Lipid droplet, marked with its call; cell count; measured here: cell count, cytotoxicity flag;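 cells counted across two imaged fields per well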
# b-catenin transl cell count 5 µM – second read-out of b-catenin transl, no call of its own (marks repeat the call); cell count; measured here: cell count, cytotoxicity flag
# T cell HTS vesicle-bound % – also measured in T cell HTS; calls as there; double positive events, %; measured here: CD8+ vesicle-bound cell fraction;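 binding gate set so that unloaded-vesicle control wells show 10% double positive cells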
# MT stabilizer Hoechst-high % – also measured in MT stabilizer; calls as there; % Hoechst-high responders; measured here: nuclear condensation Hoechst responders;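 share of cells brighter than vehicle mean plus two SD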
# MT stabilizer cytotoxicity % – also measured in MT stabilizer; calls as there; toxicity, %; measured here: cytotoxicity by cell density;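 0% = mean cell density of plate MIN control wells and 100% = no cells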
# Myeloid diff 2 GFP+ MAC1+ % – also measured in Myeloid diff 2; calls as there; GFP+ MAC1+ double positive, %; measured here: differentiation confirmed by MAC1 staining
# Starred values were filed as active, the others as inactive; i = inactive; ? = inconclusive; nt = not tested or not shown.
# Start of the data: the first two records (preview)
SMILES,b-catenin transl,b-catenin transl cell count 5 µM,MT stabilizer,MT stabilizer Hoechst-high %,MT stabilizer cytotoxicity %,TNAP activators,T cell HTS,T cell HTS vesicle-bound %,Dynein transport,Dynein transport cytoplasmic EGFP,Dynein transport nuclear GR-EGFP,Dynein transport cell count,Insulin prom up,Insulin prom up cell count,Myeloid diff 2,Myeloid diff 2 GFP+ MAC1+ %,PMI inhibitors,Lipid droplet,Lipid droplet cells 6.5 µM
Cc1cc2cc(CN(Cc3ccco3)C(=S)NCC3CCCO3)c(=O)[nH]c2cc1C (stereo not drawn),-0.3,1001,2.0,4.5,5.8,1.1,i,16,-0.38,-0.34,-0.62,0.76,nt,nt,i,0.3,9%,-1,572
Cc1ccc(NC(=S)NCCN2CCOCC2)cc1F,2.5,843,1.8,1.3,8.7,1.2,i,19,-0.74,-0.27,0.045,0.46,0.01,1554,i,0.2,-7%,2,645

# This part in full (from the top)
SMILES,b-catenin transl,b-catenin transl cell count 5 µM,MT stabilizer,MT stabilizer Hoechst-high %,MT stabilizer cytotoxicity %,TNAP activators,T cell HTS,T cell HTS vesicle-bound %,Dynein transport,Dynein transport cytoplasmic EGFP,Dynein transport nuclear GR-EGFP,Dynein transport cell count,Insulin prom up,Insulin prom up cell count,Myeloid diff 2,Myeloid diff 2 GFP+ MAC1+ %,PMI inhibitors,Lipid droplet,Lipid droplet cells 6.5 µM
Cc1cc2cc(CN(Cc3ccco3)C(=S)NCC3CCCO3)c(=O)[nH]c2cc1C (stereo not drawn),-0.3,1001,2.0,4.5,5.8,1.1,i,16,-0.38,-0.34,-0.62,0.76,nt,nt,i,0.3,9%,-1,572
Cc1ccc(NC(=S)NCCN2CCOCC2)cc1F,2.5,843,1.8,1.3,8.7,1.2,i,19,-0.74,-0.27,0.045,0.46,0.01,1554,i,0.2,-7%,2,645
O=C(Nc1ccccc1)c1ccc(N2CCN(c3ccccc3)CC2)c(S(=O)(=O)N2CCOCC2)c1,nt,nt,3.1,1.6,6.7,1.1,i,14,-0.79,0.023,-0.19,-0.14,nt,nt,i,1.2,10%,4,743
COc1ccc(C(=O)CSc2nnc(NC(=O)C3CC(=O)N(c4ccccc4C)C3)s2)cc1 (stereo not drawn),-1.3,1057,1.5,2.4,3.3,1.2,i,7,-0.91,0.29,-0.49,1.3,0.63,1482,i,1.0,-10%,29,648
OC1CCN(C(=S)Nc2ccc(Nc3ccccc3)cc2)CC1,0.7,1539,10,1.1,9.4,1,i,52,-1.3,-0.17,-0.7,1.8,-0.52,1359,i,0.4,2%,-1,672
Cc1cc(C)c2c(=O)[nH]cnc2n1,-2.1,1137,3.9,2.5,8.9,1.1,i,62,-0.2,-0.25,-0.066,0.61,-0.06,1340,i,0.3,-8%,10,696
COc1ccc(C2Nc3ccccc3C(=O)N2NS(=O)(=O)c2ccc(C)cc2)cc1 (stereo not drawn),0.3,1072,2.9,3.5,3.7,1.1,i,24,-0.49,-0.2,-0.27,0.28,0.38,1279,i,0.3,2%,12,763
Cc1nc(-c2ccccc2)sc1C(=O)NN,0.4,1028,7.4,1.8,14,1,i,32,-0.21,-0.32,-0.08,0.13,-0.13,1228,i,0.3,-23%,9,730
CCCC(=O)NC(C)c1nc2ccccc2[nH]1 (stereo not drawn),2.3,1048,3.7,2.6,7.2,1,i,21,2.3,-0.051,1.5,-0.82,-0.31,1851,i,0.9,21%,-4,621
CC(=O)COc1ccc2c(-c3cccc([N+](=O)[O-])c3)cc(=O)oc2c1,-0.3,1460,1.7,1.8,6.6,1.1,i,40,-0.34,0.14,-0.014,0.56,-0.68,1501,i,0.0,5%,13,738
CCn1c(=O)c2cc(C(=O)Nc3cccc(C(C)=O)c3)sc2c2ccccc21,0.7,1314,nt,nt,nt,nt,i,53,-0.48,-0.25,0.3,0.58,-0.16,1006,i,0.3,nt,-1,733
O=C(COc1ccccc1)N1CCN=C1SCc1cccnc1,-1.3,987,3.0,1.9,7.7,1.1,i,18,1.1,-0.2,0.71,-0.85,0.46,1530,i,1.9,12%,nt,nt
O=C(N/N=C\c1ccc(-c2ccccc2[N+](=O)[O-])o1)C1COc2ccccc2O1 (stereo not drawn),2.3,1010,6.8,3.0,6.6,1.1,i,35,0.31,-0.13,0.16,-0.58,-0.19,1580,i,0.4,34%,-4,652
CCOC(=O)C1=NOC(CNc2ncc(C(F)(F)F)cc2Cl)C1 (stereo not drawn),0.6,1571,1.5,1.1,8.2,1.1,i,54,-0.14,-0.19,0.1,-0.095,nt,nt,i,0.3,1%,3,646
CC(=O)c1cccc(NC(=O)N2CCCC2C(=O)Nc2ccc3c(c2)OCCO3)c1 (stereo not drawn),1.5,954,2.6,2.8,5.9,1.1,i,17,-0.26,-0.26,-0.2,0.51,0.07,1591,i,0.2,-7%,15,667
CCNC(=O)NC(=O)COC(=O)C1CSC2(C)CCC(=O)N12 (stereo not drawn),-1.5,1108,2.0,1.2,5.7,1.2,i,58,-0.73,-0.071,-0.23,0.68,-0.11,1241,i,0.5,-13%,23,698
Cc1nc2ccccc2c2c1C(=O)N(C1CCCCCCC1)C2=O,-0.8,1484,2.6,1.4,2.0,1.1,i,12,0.072,-0.23,-0.86,-0.048,0.22,1484,i,0.8,3%,nt,nt
CCCN(CCC)CCCNC(=O)C(NS(=O)(=O)c1ccc2c(c1)CCC(=O)N2)c1ccccc1 (stereo not drawn),0.0,1014,3.3,2.0,5.8,1.1,i,24,-0.65,-0.36,-0.34,0.94,-1.2,1203,i,0.5,-4%,14,695
CCOC(=O)C1CCN(S(=O)(=O)c2cnc[nH]2)CC1,-1.0,1070,3.9,2.6,12,1.1,i,44,-1.4,-0.21,-0.37,0.83,-0.23,1303,i,1.6,4%,0,753
Nc1c(NCCCN2CCOCC2)c2ccccc2oc1=O,nt,nt,1.9,1.7,6.3,1,i,52,-0.43,-0.22,-0.14,-0.4,1.2,1186,i,4.6,-1%,-1,725
CC(=O)c1cccc(NC(=O)C2CC(=O)N(CCc3ccccc3)C2)c1 (stereo not drawn),-0.9,1132,2.2,2.6,11,1,i,38,-1.1,-0.2,-0.59,1.2,0.99,1271,i,0.5,14%,7,690
C[C@H](NC(=O)c1[nH]cnc1C(=O)Nc1ccc(CNC(=O)OC(C)(C)C)cc1)C(=O)OCc1ccccc1,0.3,1374,nt,nt,nt,nt,i,15,-0.63,-0.71,-0.23,0.42,0.85,847,?,nt,nt,8,658
CC(=O)N1CCN(c2ccc(NC(=O)c3ccc4c(c3)OCCO4)cc2)CC1,nt,nt,2.7,2.6,4.6,1.1,i,32,0.55,-0.19,0.44,-0.59,0.15,1059,i,6.0,7%,1,736
Cc1cc(C)cc(NC(=O)N(C)Cc2ccccc2)c1,-0.3,1407,nt,nt,nt,nt,i,27,0.6,-0.28,-0.0035,-0.23,-0.61,1313,i,0.5,nt,-13,678
O=C1c2ccccc2C(=O)N1CCc1nc(-c2ccncc2)no1,nt,nt,4.3,2.7,2.9,1.1,i,37,2.1,-0.24,1.1,-0.8,-0.54,866,i,0.7,-2%,nt,nt
COC(=O)c1ccc(NC(C)C(=O)OC)c([N+](=O)[O-])c1 (stereo not drawn),-3.8,537,1.2,2.8,8.1,1,i,3,0.28,-0.19,0.31,-1.1,-0.03,1348,i,0.6,-11%,12,649
C1CCN(Cc2nnnn2C2CCCC2)CC1,0.8,1068,3.1,2.6,6.5,1,i,8,-0.67,-0.21,-0.28,0.61,nt,nt,i,7.7,8%,-13,723
CCOCCSc1nc2c(c(-c3cccs3)c1C#N)CC/C2=C/c1cccs1,5.5,1118,3.1,3.4,9.8,1,i,41,-0.7,5,1.4,-1.4,-0.44,1179,i,0.7,1%,15,701
Cc1ccc2c(c1)c1c(n2CC(O)Cn2nc(C)c(Br)c2C)CCCC1 (stereo not drawn),-0.3,870,1.4,1.4,10,1.1,i,11,-0.37,0.02,0.16,0.2,nt,nt,i,1.4,17%,-6,858
Cc1ccc(S(=O)(=O)N2CCOCC2)cc1C(=O)Nc1ccccn1,-0.8,991,3.1,2.2,2.1,1.1,i,60,-0.18,-0.043,-0.3,-0.27,-0.03,1306,i,0.6,3%,16,646
O=C(Cn1c(C(=O)NCc2ccco2)cc2sccc21)c1ccccc1,0.4,877,2.2,1.2,7.6,1,i,12,3.1,-0.27,2.1,-0.97,-0.04,1250,i,6.0,9%,24,741
O=C(CCn1nnc2ccccc21)N1CCC(O)(c2cccc(F)c2)CC1,-3.6,979,3.1,1.2,8.0,1.1,i,48,-0.13,-0.13,0.51,-0.75,0.32,1119,i,0.0,7%,nt,nt
C=CCn1c(SCC(=O)Nc2ccc3c(c2)OCO3)nnc1-c1ccccc1O,nt,nt,4.4,1.6,7.4,1,i,45,-0.023,-0.2,-0.27,0.61,0.57,1202,i,5.5,2%,4,794

# Screens (PubChem BioAssay)
